Assay outcomes as filed in PubChem BioAssay.
D1 PAM = Potentiators of Human D1 Dopamine Receptor: qHTS | potentiation, % at 10 µM | HEK293 TREx D1 cells, calcium flux, dopamine EC20 potentiation | D(1A) dopamine receptor (Homo sapiens), P21728 | 360,000 tested, 0.036% active | AID 504651, 2011; in the data active means potentiation above about 30%; further: 0% is about no effect
RXFP1 agonist = qHTS Assay for Agonists of the Relaxin Receptor RXFP1; Relaxin receptor 1 (Homo sapiens), Q9HBX9; HEK293T-RXFP1 cAMP TR-FRET, 30 min; response scale: percent of porcine relaxin response, buffer zero; Potency, µM (top dose mostly 57.5 µM), inactives show at the highest dose activation, actives largely listed as activators; 370,000 tested, 0.3% active; active means well fitted activation curve with a large enough effect; inconclusive means small, poorly fitted or top-dose-only effect; further: potency means the concentration at half of the fitted maximal effect; on the % scale 0 is the no-effect control and ±100 the full control effect; nearly all actives have a fitted effect of over 60% in size; many of its hits are not listed in these tables
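HEK293 cells stably expressing RXFP1, treated 30 min at 37C with compounds plus PDE4 inhibitor Ro 20174; cAMP measured by HTRF TR-FRET. Normalized to buffer and 29 nM porcine relaxin; EC50 by Hill fit.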
D2 antag = HTS Assay for Allosteric Antagonists of the Human D2 Dopamine Receptor: Primary Screen for Antagonists; 340,000 tested, 2% active; HEK293 TREx D2 cells, calcium flux, dopamine EC80; D(2) dopamine receptor (Homo sapiens), P14416; AID 485344, 2010; inhibition, % at 10 µM; in the data active means inhibition above about 30%; further: 0% is about no effect
Target sequence (P14416 whole entry, looked up): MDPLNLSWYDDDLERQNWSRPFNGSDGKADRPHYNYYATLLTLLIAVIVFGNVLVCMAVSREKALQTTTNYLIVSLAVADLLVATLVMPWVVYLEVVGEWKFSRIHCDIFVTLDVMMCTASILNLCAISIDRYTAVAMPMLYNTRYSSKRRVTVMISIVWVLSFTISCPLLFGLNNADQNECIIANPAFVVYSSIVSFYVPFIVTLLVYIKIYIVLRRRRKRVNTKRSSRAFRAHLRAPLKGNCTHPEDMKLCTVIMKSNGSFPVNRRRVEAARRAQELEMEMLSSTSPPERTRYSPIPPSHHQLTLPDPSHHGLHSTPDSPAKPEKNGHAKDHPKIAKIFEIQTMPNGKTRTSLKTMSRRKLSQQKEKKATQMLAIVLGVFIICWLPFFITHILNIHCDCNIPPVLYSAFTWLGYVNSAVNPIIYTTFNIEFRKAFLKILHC
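Measurement of antagonist activity uses fluorescent calcium dye in inducible HEK293 T-REx D2 cells: 10 s baseline, compound addition with 180 s read, EC80 dopamine addition with a further 180 s read.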
TRHR enhancer = qHTS for Small Molecule Agonists and Allosteric Enhancers of Human TRH Receptor: Primary Screen for Enhancers. Thyrotropin-releasing hormone receptor (Homo sapiens), P34981. TRHR cells, fluo-8 calcium fluorescence, EC20 TRH enhancement. enhancement, % at 2 µM. 360,000 tested, 0.66% active. AID 493056, 2011; in the data active means enhancement above about 30%; further: 0% is about no effect
Target sequence (P34981 whole entry, looked up): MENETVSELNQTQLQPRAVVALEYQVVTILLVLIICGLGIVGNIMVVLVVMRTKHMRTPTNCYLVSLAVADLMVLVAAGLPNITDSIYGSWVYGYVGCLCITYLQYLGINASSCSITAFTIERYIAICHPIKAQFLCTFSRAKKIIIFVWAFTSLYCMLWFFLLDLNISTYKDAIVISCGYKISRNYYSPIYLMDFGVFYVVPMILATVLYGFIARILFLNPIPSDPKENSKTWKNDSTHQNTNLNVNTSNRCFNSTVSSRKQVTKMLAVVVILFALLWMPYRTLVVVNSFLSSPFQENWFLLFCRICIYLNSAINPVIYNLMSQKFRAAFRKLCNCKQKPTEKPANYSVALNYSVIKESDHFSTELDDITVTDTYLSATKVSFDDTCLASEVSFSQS
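TRHR-expressing cells loaded with fluo-8 calcium dye were read kinetically (ex 480/em 530) during compound addition, then stimulated with an EC20 of TRH (10 nM final). Enhancement of the Gq-mediated intracellular calcium response was scored.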
D1 agonist = Allosteric Agonists of the Human D1 Dopamine Receptor: qHTS; D(1A) dopamine receptor (Homo sapiens), P21728; HEK293 T-REx D1 cells, calcium flux, agonist mode; activation, % at 2 µM; 360,000 tested, 1% active; AID 504660, 2011; in the data active means activation above about 30%; further: 0% is about no effect
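Inducible HEK293 T-REx D1 cells, force-coupled to calcium signalling, were plated at 4000 cells/well with tetracycline and held overnight at 30 C. After no-wash calcium dye loading, compound-evoked calcium rise over 180 s flagged agonists.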
D1 antag = Antagonist of Human D 1 Dopamine Receptor: qHTS; AID 504652, 2011; activity change, negative = inhibition, % at 10 µM; 360,000 tested, 3.2% active; D(1A) dopamine receptor (Homo sapiens), P21728; HEK293 TREx D1 cells, calcium flux, dopamine EC80; stronger effect = lower value; in the data active means activity change below about -30%; further: on the % scale 0 is the no-effect control and ±100 the full control effect
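Cells carrying a force-coupled, tetracycline-inducible human D1 receptor report calcium flux. Each well gets a 10 s baseline, compound with 180 s monitoring, then an EC80 dopamine stimulus with a second 180 s kinetic read.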
D2 agonist = HTS Assay for Allosteric Agonists of the Human D2 Dopamine Receptor: Primary Screen for Agonists. D(2) dopamine receptor (Homo sapiens), P14416. activation, % at 2 µM. HEK293 T-REx D2 cells, calcium flux agonist mode. AID 485358, 2010. 340,000 tested, 0.53% active;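 active means activation over 3 SD above normal in the single-dose calcium agonist read, cut at about 30% in these data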; further: 0% is about no effect
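Agonism is scored from calcium flux in a force-coupled, inducible HEK293 cell line expressing D2, read kinetically for 180 s after compound addition against dopamine controls.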
RXFP1 antag = qHTS Assay for Antagonists of the Relaxin Receptor RXFP1; HEK293-RXFP1, relaxin-stimulated cAMP HTRF, 30 min; stronger effect = lower value; activity change, negative = inhibition, % at 57.5 µM; 350,000 tested, 0.59% active; AID 1259400, 2018;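 active means activity change of -60% or lower, but not beyond a set lower limit; inconclusive means change between -60% and -40%, or beyond the set limit; inactive means change above -40%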; further: on the % scale 0 is the no-effect control and ±100 the full control effect
D2 potentiator = HTS Assay for Positive Allosteric Modulators of the Human D2 Dopamine Receptor: Primary Screen for Potentiators; D(2) dopamine receptor (Homo sapiens), P14416; HEK293 T-REx D2, calcium flux, EC20 dopamine potentiation; potentiation, % at 10 µM; 340,000 tested, 0.34% active; AID 485347, 2010;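 active means potentiation over 3 SD above the plate norm, cut at about 30% in these data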; further: 0% is about no effect
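Tetracycline-induced HEK293 T-REx cells force-coupled to calcium signalling expressed D2; compounds were pin-added after a 10 s baseline, read kinetically 180 s, then an EC20 dopamine challenge followed with a further 180 s calcium read.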
* = called active by the depositor; ? = inconclusive; . = no result given. A portion of the library; count on the stated rates, not on these rows.

Every second line gives: RXFP1 agonist	TRHR enhancer	D2 potentiator	D1 PAM	D2 antag	RXFP1 antag	D2 agonist	D1 agonist	D1 antag
> Nc1c(-c2nc(-c3ccccc3Cl)no2)nnn1-c1ccccc1C(F)(F)F
 : 0.7%	9	1	-1	.	-14	.	2	-15
> CC(C)(C)NC(=O)C1CC(=O)OC1(C)C (stereo not drawn)
 : 0.8%	0	33*	6	-5	-9	0.0	3	4
> Cc1oc(-c2ccc(Cl)cc2)cc1C(=O)/C(C#N)=C/Nc1ccccc1
 : 3.6%	9	8	-2	-58	3	-0.7	0	6
> CCn1nnnc1SCC(=O)Nc1cccc(NC(C)=O)c1
 : 0.3%	5	0	1	9	-2	0.5	2	-5
> Cc1ccc(C2=NN(CCC(=O)NCCc3cccc(C)c3)C(=O)CC2)cc1
 : 1.1%	2	0	-5	.	-23	.	1	5
> Cc1ccc(S(=O)(=O)Oc2cccc(N3C(=O)C4CC=CCC4C3=O)c2)cc1 (stereo not drawn)
 : 2.2%	0	1	0	-4	-8	0.1	5	1
> O=[N+]([O-])c1ccccc1NCCOc1ccccc1
 : 2.3%	-7	-2	-2	-12	.	1.0	1	-44*
> O=C1CCSC2(C(=O)N(Cc3ccc(F)cc3)c3ccccc32)N1c1ccc(Cl)cc1 (stereo not drawn)
 : 0.5%	1	-9	0	.	-79*	0.1	6	5
> CC1CC(C)CN(CCC(=O)Nc2ccc3c(c2)CCC3)C1 (stereo not drawn)
 : 0.0%	15	-17	5	-5	-5	0.2	4	-1
> CCn1c(SCc2nc3scc(-c4ccccc4)c3c(=O)[nH]2)nnc1-c1ccc(Cl)cc1
 : 2.7%	3	7	1	0	-7	-0.3	-1	4
> Cc1ccc(C(=O)Nc2nnc(S(=O)(=O)Nc3ccccc3C)s2)cc1C
 : 5.8%	2	-12	4	-16	0	-0.3	2	-1
> CN(Cc1ccccc1)S(=O)(=O)c1ccc(NC(=O)c2cc(=O)c3ccccc3o2)cc1
 : 0.1%	6	-8	-1	.	-30	-0.7	3	-6
> O=C(CCCC(=O)N(CC(=O)NC1CCCCC1)Cc1ccco1)Nc1ccccn1
 : 0.5%	-4	-2	-4	-5	-10	0.1	1	-2
> Cc1c(N2C(=O)C(=O)/C(=C(/O)c3ccccc3)C2c2ccc(F)cc2)c(=O)n(-c2ccccc2)n1C (stereo not drawn)
 : 8.7%	-4	3	-4	-11	.	0.9	2	-9
> O=C(Nc1ccc(S(=O)(=O)N2CCCC2)cc1)N1c2ccccc2Sc2ccccc21
 : -0.7%	10	19	4	-11	-6	-0.6	3	2
> O=C1[C@H]2[C@@H](c3ccc(F)cc3)N3C(=O)N(c4cccc(Br)c4)C(=O)[C@@]3(Cc3ccc(Cl)cc3)[C@H]2C(=O)N1C1CCCCC1
 : -0.2%	-6	-18	1	19	.	0.7	5	-2
> COc1ccc(CN2CCN(C(=O)C3CC(=O)N(C4CCCCCC4)C3)CC2)c(OC)c1OC (stereo not drawn)
 : 1.4%	-12	3	-8	-4	-11	0.4	1	-11
> COc1cc(NC(=O)Cc2ccc(F)cc2)cc(OC)c1OC
 : 0.5%	5	10	-4	-13	-15	0.7	7	-5
> O=C(O)C(Cc1ccc(O)cc1)N1C(=O)c2ccccc2C1=O (stereo not drawn)
 : 1.9%	-1	11	4	10	1	0.6	0	6
> COc1cc([N+](=O)[O-])cc2sc(NC(=O)c3c(F)cccc3F)nc12
 : -1.5%	7	-14	2	-5	0	0.1	16	12
> Cc1c(C(=O)N(C)C(C)c2ccncn2)oc2c(F)cccc12 (stereo not drawn)
 : 0.4%	-5	0	6	28	7	0.3	1	16
> CC(CNC(=O)C1CCN(C(=O)N2CCOc3ccc(Cl)cc32)CC1)c1ccccc1 (stereo not drawn)
 : 0.2%	8	0	1	.	-12	-0.5	0	9
> O=C(Cn1c(=O)c(C(F)(F)F)nc2ccccc21)Nc1cccc(Br)c1
 : ?	9	-2	-1	.	.	0.0	6	-16
> CSc1nsc(SCC(=O)Nc2cc(C(=O)O)ccc2C)n1
 : -0.1%	2	5	-5	-6	11	-1.1	3	11
> Cc1cccc(N2CC(c3nc4ccccc4[nH]3)CC2=O)c1 (stereo not drawn)
 : 1.4%	6	-7	5	-8	-1	-0.5	0	-21
> COc1cc(Cl)c(NC(=O)C(NS(=O)(=O)c2cccs2)C(C)C)c(OC)c1 (stereo not drawn)
 : -2.6%	9	0	0	.	-10	0.0	-2	-11
> Cc1c(CCC(=O)O)c(=O)oc2cc(OCc3ccc(Br)cc3)ccc12
 : 11%	-4	2	-4	-2	-24	-1.6	15	0
> CS(=O)(=O)N1CCc2cc(C(=O)N3CCOCC3)ccc21
 : 1.1%	21	18	-2	0	5	1.5	4	-7
> O=C(CSCc1ccc(Cl)cc1)N1CCOCC1
 : 1.1%	-1	3	-4	7	-6	0.8	0	-3
> CCCOc1cccc(C(=O)Nc2nnn(CCC)n2)c1
 : 0.0%	0	6	-2	-2	-5	-1.3	0	1
> CCOc1ccc(CCNC(=O)Cn2nc(C)n3cccc3c2=O)cc1OCC
 : 3.8%	10	-8	2	-1	-1	-1.3	0	1
> CCCNC(=O)COC(=O)c1ccc(Cl)c(S(=O)(=O)N2CCCC2)c1
 : 0.7%	3	13	2	7	4	0.0	1	10
> CCCCCC(NC(=O)C1CCN(C(=O)[C@@H](NS(=O)(=O)c2ccc(C)cc2)C(C)C)CC1)C(=O)O (stereo partly drawn)
 : 0.9%	-2	-9	-3	3	.	0.3	1	-2
> COc1ccccc1NC(=O)Cn1c(O)c(N=NC(=O)c2ccccc2O)c2ccccc21
 : 3.0%	-1	-4	-7	55*	2	3.5	1	4
> CCOc1cccc2sc(NC(=O)c3ccc(S(=O)(=O)N4CCCCC4)cc3)nc12
 : 4.7%	3	5	5	.	.	-0.8	1	-2
> COc1ccc(CNC(=O)CN(C)S(=O)(=O)c2ccc(Cl)cc2)cc1
 : -1.3%	1	-7	-14	6	2	-2.1	4	2
> CC(=C1C(=O)c2ccccc2C1=O)N1CCN(Cc2ccccc2)CC1
 : 1.4%	0	6	-9	0	-11	0.8	2	-1
> O=C(NCCCn1ccnc1)c1cccc(S(=O)(=O)Nc2ccc(Br)cc2)c1
 : 2.1%	36*	6	5	-10	-11	-2.6	51*	7
> CC(=O)c1ccc(NC(=O)Nc2ccc(NS(=O)(=O)c3ccc(C)cc3)cc2)cc1
 : -1.6%	3	-26	-1	-14	-11	0.4	1	6
> Cc1ccc(NC(=O)c2cccc(S(=O)(=O)N(C)C3CCCCC3)c2)nc1
 : 1.6%	1	-2	-3	-13	-10	2.7	3	-19
> CC(=O)c1cccc(NC(=O)CSc2nnc(-c3ccncc3)o2)c1
 : -0.2%	-5	4	8	17	1	0.2	4	4
> Cc1cc(=O)[nH]c(N/N=C/c2ccc(OC(=O)c3ccco3)cc2)n1
 : -0.1%	-8	-4	-2	6	-15	-0.3	1	5
> CN(C)S(=O)(=O)c1ccc(NC(=O)CN2CCCC2c2ccc3c(c2)OCCCO3)cc1 (stereo not drawn)
 : -0.6%	3	13	0	14	-2	1.3	4	-14
> COc1ccc(-c2nc3c(c(=O)[nH]c(=O)n3Cc3ccccc3)n2C)cc1
 : 8.5%	6	1	0	-2	1	0.4	0	.
> Cn1c(CCNC(=O)C2CCCCC2)nc2cc([N+](=O)[O-])ccc21
 : -0.6%	-2	-5	-3	-4	-18	-1.2	2	3
> CCc1cc2c(=O)n(CCCOC)c(SCC(=O)Nc3oc(C)c4c(C)n[nH]c(=O)c34)nc2s1
 : 1.0%	1	4	-3	6	0	0.2	2	-8
> Cc1ccc(C(=O)N/N=C\C=C\c2ccc(Br)cc2)cn1
 : 0.6%	-2	.	-2	.	1	.	1	1
> CCNC(=O)C1CC(=O)N(CCCc2ccccc2)C(=Nc2ccccc2)S1 (stereo not drawn)
 : 3.4%	-2	9	6	-24	-6	-1.7	4	-2
> Cc1cccnc1NC(=O)c1ccc2c(c1)NC(=O)C(C)S2 (stereo not drawn)
 : 1.3%	2	4	-5	6	-6	0.1	2	-1
> O=c1c(=O)n(-c2cccc(Cl)c2)ccn1Cc1cccc(F)c1
 : -0.9%	12	8	-1	.	14	0.2	1	-6
> CCc1cc(=O)oc2c3c(cc(OCC(=O)NCc4ccco4)c12)OC(C)(C)CC3
 : 6.2%	-9	0	-7	4	.	1.0	5	-13
> Cc1cc(=O)n(CC(=O)NCCC(C)C)c2c1c(C)nn2C
 : 3.9%	-2	-4	-5	.	.	-0.7	8	-26
> Cc1ccc2[nH]c3c(Cl)ncnc3c2c1
 : -1.3%	10	9	-1	-2	2	-0.5	0	1
> CC1(C)Cc2c(sc3c2C2=NCCN2C=N3)CS1
 : 17%	-1	-1	1	-19	5	-0.2	0	-12
> C=CCNc1nc(Cl)nc(NC2CCCCC2)n1
 : -0.2%	1	2	1	-15	-17	-0.2	2	-4
> Cc1cccc(OCCCn2ccnc2)c1
 : -1.5%	-1	4	2	-15	-2	0.5	3	5
> CCCC(=O)Nc1ccc2nc(SCc3ccc(C)cc3)sc2c1
 : 3.9%	2	12	-1	.	.	-2.1	11	-23
> COc1cccc2cc(C(C)=O)c(=O)oc12
 : 1.3%	7	9	-1	7	-1	0.4	1	-23
> O=C(CCn1c(=O)c2cccn2c2cccnc21)NCc1ccc(Cl)cc1
 : ?	-6	0	-1	.	-2	-1.2	0	0
> CCOC(=O)N1CCC(NC(=O)c2ccc(CS(=O)(=O)c3c(Cl)cccc3Cl)o2)CC1
 : -0.7%	7	12	-11	-3	.	-0.1	2	-7
> O=C(O)c1ccccc1-c1ccccc1C(=O)Nc1cccc(Br)c1
 : 1.7%	3	.	-3	.	-8	.	1	10

Arranged by count of non-hydrogen atoms (falling): 3 of the compounds above
Every second line gives: RXFP1 agonist	TRHR enhancer	D2 potentiator	D1 PAM	D2 antag	RXFP1 antag	D2 agonist	D1 agonist	D1 antag
> CC(=O)c1cccc(NC(=O)CSc2nnc(-c3ccncc3)o2)c1
 : -0.2%	-5	4	8	17	1	0.2	4	4
> CCCC(=O)Nc1ccc2nc(SCc3ccc(C)cc3)sc2c1
 : 3.9%	2	12	-1	.	.	-2.1	11	-23
> Cc1cccnc1NC(=O)c1ccc2c(c1)NC(=O)C(C)S2 (stereo not drawn)
 : 1.3%	2	4	-5	6	-6	0.1	2	-1
